# Assay outcomes (PubChem BioAssay)
# NSD2 HMT inh: NSD2 histone methyltransferase inhibitors, primary screen, biochemical, AlphaScreen, single concentration, set 2 | AID 743445, 2014 | NSD2 peptide methylation, 120 min | 0.54% of 310,000 active | inhibition, % at 12.5 µM | Histone-lysine N-methyltransferase NSD2 (Homo sapiens), O96028; in the data active = inhibition above about 50%
# Target sequence (O96028 whole entry, looked up): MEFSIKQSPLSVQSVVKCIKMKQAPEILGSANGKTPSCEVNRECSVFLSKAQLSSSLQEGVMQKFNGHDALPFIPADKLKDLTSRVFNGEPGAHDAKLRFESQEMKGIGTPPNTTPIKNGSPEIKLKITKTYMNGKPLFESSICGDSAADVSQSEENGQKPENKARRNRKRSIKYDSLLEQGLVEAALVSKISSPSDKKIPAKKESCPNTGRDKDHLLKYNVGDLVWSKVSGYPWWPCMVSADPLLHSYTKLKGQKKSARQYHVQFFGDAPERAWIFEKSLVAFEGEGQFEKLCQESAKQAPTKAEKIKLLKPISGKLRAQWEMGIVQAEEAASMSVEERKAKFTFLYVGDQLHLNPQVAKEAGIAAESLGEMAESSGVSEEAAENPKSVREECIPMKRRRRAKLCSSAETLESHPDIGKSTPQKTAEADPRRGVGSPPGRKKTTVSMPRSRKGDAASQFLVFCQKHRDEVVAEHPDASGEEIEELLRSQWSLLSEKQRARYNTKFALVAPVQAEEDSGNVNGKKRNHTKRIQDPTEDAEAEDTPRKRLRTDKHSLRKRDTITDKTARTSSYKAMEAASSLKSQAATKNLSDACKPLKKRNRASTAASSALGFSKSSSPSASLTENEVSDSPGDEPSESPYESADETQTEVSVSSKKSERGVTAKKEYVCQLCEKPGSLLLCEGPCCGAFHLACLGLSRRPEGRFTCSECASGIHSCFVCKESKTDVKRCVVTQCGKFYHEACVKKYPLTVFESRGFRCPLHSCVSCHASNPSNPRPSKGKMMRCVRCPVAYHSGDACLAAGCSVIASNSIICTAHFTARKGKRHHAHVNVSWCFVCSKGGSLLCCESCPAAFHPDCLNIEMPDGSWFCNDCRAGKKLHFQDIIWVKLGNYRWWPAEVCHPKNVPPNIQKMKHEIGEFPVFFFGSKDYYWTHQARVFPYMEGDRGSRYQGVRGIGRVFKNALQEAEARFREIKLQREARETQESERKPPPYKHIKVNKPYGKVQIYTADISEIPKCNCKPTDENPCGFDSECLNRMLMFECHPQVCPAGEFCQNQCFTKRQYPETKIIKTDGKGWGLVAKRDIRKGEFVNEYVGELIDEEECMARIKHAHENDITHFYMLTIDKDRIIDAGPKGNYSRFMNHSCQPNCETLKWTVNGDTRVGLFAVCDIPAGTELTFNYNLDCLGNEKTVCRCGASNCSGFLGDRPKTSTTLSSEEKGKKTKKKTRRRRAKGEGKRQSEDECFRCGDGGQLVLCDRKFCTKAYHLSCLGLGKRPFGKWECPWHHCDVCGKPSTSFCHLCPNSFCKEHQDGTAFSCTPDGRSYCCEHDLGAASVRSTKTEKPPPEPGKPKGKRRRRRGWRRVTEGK
# An asterisk follows results filed as active. Only part of the results is shown (hit frequency here may not be typical).
SMILES,NSD2 HMT inh
CCNC(=O)C1(C)CCN(C(=O)c2ccc3c(c2)CCO3)C1 (stereo unspecified),-5
N#Cc1cc([N+](=O)[O-])ccc1NC(=O)COC(=O)CCC1CCCCC1,1
Nc1[nH]c(C(=O)c2ccccc2)c(-c2ccc(Cl)c(F)c2)c1C(=O)c1c[nH]c2ccccc12,-2
Nc1[nH]c(C(=O)c2ccccc2)c(-c2ccc3ccccc3c2)c1C(=O)NCc1ccc(-c2ccccc2)cc1,-1
Cc1cc(C)n(C(N)=NC(=O)c2ccccc2)n1,-3
CCOC(=O)C1CCCN(C(=O)c2ccccc2OC(F)(F)F)CC1 (stereo unspecified),-1
CC1(C(=O)NS(=O)(=O)c2cccc(OC(F)F)c2)CCN1C(=O)CCc1cccs1 (stereo unspecified),1
COc1cc(C(=O)N2CCN(c3cccc(Cl)c3)CC2)ccc1OCC(=O)N1CCOCC1,1
CCCC1CCC2(CC1)CCC2OC(=S)NCCc1ccc(Cl)cc1 (stereo unspecified),5
CC(=O)Nc1cccc(-c2ccnc3c2CC(C(=O)Nc2ccc(F)c(Cl)c2)O3)c1 (stereo unspecified),-1
COCCNc1nc(NCc2ccccc2F)c2sccc2n1,-1
COc1cccc(-c2cnc(C(O)c3cccc(C)c3C)[nH]2)c1 (stereo unspecified),-3
O=c1c2c3c(sc2n(CCN2CCCC2)c(=O)n1Cc1ccccc1)CCCCC3,6
CC1(C)C2CCC(CN=C(N)CSS(=O)(=O)O)C1C2 (stereo unspecified),3
CCC[C@H]1[C@@H](NC(=S)Nc2ccccc2Cl)CC[C@@]23CCCN2C(=O)CCC[C@@H]13,1
CCOc1ccc(-n2c(SCC(=O)c3ccc4ccccc4c3)nnc2-c2ccco2)cc1,-1
CCCCN(C=O)c1c(CC)nc2c(OCc3cc(Cl)cc(Cl)c3)cccn12,0
CCc1ccccc1NC(=O)[C@@H]1CCCN1S(=O)(=O)c1cccc2cccnc12,-2
Cc1ccc(-c2nnc(SCC(=O)N/N=C/c3ccccc3C(=O)O)n2-c2ccccc2)cc1,4
CC(NC(=O)C(NC(=O)OCc1ccccc1)C(C)O)C(=O)OCc1ccccc1 (stereo unspecified),6
CCOc1ccc(-n2c(SCC(=O)Nc3ccc(S(=O)(=O)Nc4cc(C)nc(C)n4)cc3)nnc2-c2ccco2)cc1,2
CC(C)c1cc(C(=O)NC2CCCCCC2)c2ccccc2n1,-1
CC(=O)O/N=C/c1c(NCc2ccccc2)nc2c(C)cccn2c1=O,-5
Cn1cccc1/C=N/NC(=O)CNc1cccc2ccccc12,4
CC1(C(=O)NCc2ccc3c(c2)OCO3)CCN1C(=O)Cc1ccc(Cl)cc1Cl (stereo unspecified),-3
CCn1nc(C)c(/C=N/NC(=O)Cn2cncn2)c1C,0
CC1(C(=O)NS(=O)(=O)c2cccc(Cl)c2)CCN1C(=O)C1CC1 (stereo unspecified),2
COc1ccc(S(=O)(=O)NC(=O)C2(C)CCN2C(=O)C2(c3ccccc3)CC2)cc1 (stereo unspecified),0
COc1cccc(/C=C/C(=O)OCC(=O)c2ccc[nH]2)c1,-4
O=C1OCCC1=COCCOC=C1CCOC1=O,-1
Cc1c(NC(=O)c2cccc(NC(=O)Cc3ccccc3Cl)c2)c(=O)n(-c2ccccc2)n1C,1
CC(=O)N1CCCC(C)(C(=O)N(C)Cc2cccc3ccccc23)C1 (stereo unspecified),1
COc1ccccc1N1CCN(C(=O)CCCCCn2c(=S)[nH]c3cc4c(cc3c2=O)OCO4)CC1,-7
CCOCCCNC(=O)Cn1nc(-c2ccc(OC)c(OC)c2)ccc1=O,-2
CNc1cccc(-c2cccc(C(=O)N3CCOCC3)c2)n1,-1
OC[C@@H]1CN(Cc2ccc(-c3ccccc3)cc2)C[C@H](n2cnc3c(Nc4ccccc4)ncnc32)O1,-4
COc1cccc(-c2cnc(C(O)c3cccc(CN4CCCCC4)c3)[nH]2)c1 (stereo unspecified),2
CC1(C(=O)NS(=O)(=O)C2CC2)CCN(C(=O)COc2ccc(Cl)cc2Cl)C1 (stereo unspecified),-4
COc1cc2c(c(OC)c1OC)CC(c1ccccc1)=C(c1ccccc1)CC2NC(=O)C(F)(F)F (stereo unspecified),-2
COC(=O)C1=C(C)N(C)C(=NCc2ccc(OC)cc2)NC1c1ccccc1C(F)(F)F (stereo unspecified),2
O=C(O)c1ccc(Cl)cc1NC(=O)C1CCN(S(=O)(=O)c2cccs2)CC1,-2
CCc1nc(NCc2cccs2)c2nnn(Cc3ccccc3)c2n1,-1
CCOC(=O)N1CCN(C(=O)C[C@@H]2C[C@@]3(C(=O)OC)CC(C)(C)CC=C3N(CCc3ccc(OC)c(OC)c3)C2=O)CC1,1
COc1ccc(C(C)=O)cc1OCc1ccccc1,-1
CCOC(=O)C1CCCN(C(=O)c2cccnc2Oc2ccccc2)CC1 (stereo unspecified),0
Nc1ccc2c3c(ccc([N+](=O)[O-])c13)CC2,8
OC(c1cccc(F)c1)c1ncc(-c2ccc(C(F)(F)F)cc2)[nH]1 (stereo unspecified),3
COc1ccc(CCCNC(=O)C2Cc3c(-c4cccc(C(C)=O)c4)ccnc3O2)cc1 (stereo unspecified),-1
CCNC(=O)C1CCCN(C(=O)c2cc(F)ccc2C)CC1 (stereo unspecified),7
CCCCCCCCN1C(=O)[C@@H](CC(=O)N2CCCCC2)C[C@@]2(C(=O)OC)C1=C[C@H](C1CCCC1)O[C@@H]2C,1
Oc1ccc(Br)cc1/C=N/Nc1nc(N2CCCCC2)nc(N2CCOCC2)n1,1
CNc1ncnc2c1ncn2[C@H]1CN(CCN2CCOCC2)C[C@@H](CO)O1,1
CCCNC(=O)C1(C)CCCN(C(=O)c2cccc(C#N)c2)C1 (stereo unspecified),0
Cc1cc2c(cc1C)C(=O)CCC2,-3
CC1(C(=O)N2CCCCC2)CCN1C(=O)c1ccccc1CCc1ccccc1 (stereo unspecified),6
Cc1ccccc1-c1cc2nc(NCCOc3ccccc3Cl)n(C)c(=O)c2s1,-2
CC(C)(C)c1ccc(S(=O)(=O)NC(=O)C2(C)CCN2C(=O)Cc2cccs2)cc1 (stereo unspecified),-4
COC(=O)CSc1nnc(-c2cccs2)o1,1
Cc1nc(C(F)(F)F)ccc1C(=O)N1CCC1(C)C(=O)NS(=O)(=O)c1cccc(Cl)c1 (stereo unspecified),27
CC(=O)Nc1cccc(-c2ccnc3c2CC(C)(C(=O)Nc2ccc(Cl)cc2)O3)c1 (stereo unspecified),9

# Carrying on:
SMILES,NSD2 HMT inh
CC(NC(=O)c1cccc2c1Oc1ccccc1S2)C(=O)O (stereo unspecified),0
Cc1cccc(CNC(=O)C2CCC(=O)N(CC3CCCCC3)C2)c1 (stereo unspecified),-1
CCOC(=O)C1=C(C)OC(N)=C(C#N)C1c1c(C)nn(-c2ccc(C)cc2)c1Cl (stereo unspecified),-2
CCOc1cccc(-c2nnc3n2N=C(c2ccc(OC)cc2)CS3)c1,3
CC(C)[C@H](NC(=O)OCc1ccccc1)C(=O)OCC(=O)NCc1ccco1,-3
CCNC(=O)C1CCCN(C(=O)c2c(-c3ccccc3)noc2C)CC1 (stereo unspecified),-2
CC(=O)Nc1cccc(-c2ccnc3c2CC(C(=O)NCc2ccco2)O3)c1 (stereo unspecified),-5
S=C(NNC(=S)Nc1ccc(Cl)cc1)NNc1ccccc1,-9
O=C1CCN(C(=O)c2ccccc2)c2ccccc21,-1
C(=NNC1=NCCN1)c1ccnc2ccccc12,1
CC1C2CCC(C2)C1OC(=O)c1ccccc1C(=O)O (stereo unspecified),3
COc1ccccc1C(=O)N/C(=C\c1cn(S(=O)(=O)N(C)C)c2ccccc12)C(=O)N1CCN(C)CC1,5
COc1ccc(-c2csc(C(NC(C)=O)c3cccc(F)c3)n2)cn1 (stereo unspecified),7
COc1ccc(Cc2nc3ccc(C(=O)N4CCC(C(N)=O)CC4)cc3o2)cc1,-1
COC(=O)N/N=C/c1ccc(OC(=O)/C=C/c2ccco2)cc1,4
COc1ccc(-c2noc(CCC(=O)NC3CCCCCC3)n2)cc1OC,8
OC[C@@H]1CN(Cc2ccc3c(c2)OCO3)C[C@H](n2cnc3c(N4CCOCC4)ncnc32)O1,-1
O=C(N[C@H](Cc1ccccc1)C(=O)NCC1CCCO1)[C@H]1O[C@@H](n2ccc(=O)[nH]c2=O)[C@H](O)[C@@H]1O (stereo partly specified),0
Cc1ccc2nc(-c3ccc(NC(=O)CSc4nnc(-c5cccc(Cl)c5)n4Cc4ccco4)cc3)sc2c1,0
CC1(C(=O)NS(=O)(=O)c2cccc(C#N)c2)CCN1C(=O)c1ccccc1 (stereo unspecified),3
COc1ccccc1CN1CC(C(=O)NCC2(O)CCCCC2)CCC1=O (stereo unspecified),0
Cc1cc(C(=O)O/N=C(\N)c2ccc(C(C)(C)C)cc2)no1,0
O=C(/C=C/c1ccco1)Nc1nc(-c2ccc(F)c(F)c2)cs1,-5
NC(c1ccccc1)c1csc(Nc2ccc(C(=O)c3ccccc3)cc2)n1 (stereo unspecified),-3
CC(=O)c1ccc(OCc2c(-c3ccccc3)nnn2CC(=O)NS(=O)(=O)c2ccccc2C)cc1,-2
O=c1c(N=Nc2ccccc2)c[nH]n1-c1ccccc1,9
COc1ccc(CN2CCC(C)(Oc3ccc4c(c3)OCO4)C2)c2ccccc12 (stereo unspecified),-2
COc1cc(CN2C[C@@H](CO)O[C@@H](n3cnc4c(N5CCCC5)ncnc43)C2)cc(OC)c1OC,2
CCc1nc2ccc(C(=O)N3CCc4ccccc4C3)cc2nc1CC,-1
O=C(COC(=O)CCNS(=O)(=O)c1ccc(Cl)cc1)NCc1ccccc1,-1
CC1CC(C)CN(C/C=C/c2ccccc2[N+](=O)[O-])C1 (stereo unspecified),10
CCOC(=O)C(=O)N(C)c1c(CC)nc2c(OCc3ccccc3OC)cccn12,0
O=C(CSc1nnc(-c2ccccn2)n1-c1ccccc1)Nc1cccc2ccccc12,-2
CCc1nc2ccc(C(=O)N3CCN(S(=O)(=O)CC)CC3)cn2c1N(CCC(C)C)CCN(C)C,-1
COc1cc(OC)cc(C(=O)O/N=C(\N)c2ccccn2)c1,-1
O=C(COc1ccc(Br)cc1)N(Cc1nnc(-c2ccccc2Cl)o1)C1CC1,-1
Cc1ccc(C(=O)NCC(=O)OCc2nnc(-c3ccc([N+](=O)[O-])cc3)o2)cc1,2
COc1ccc(C2Nc3ccccc3C(=O)N2Cc2ccccc2)cc1OC (stereo unspecified),0
CCNC(=O)C1(C)CCN(Cc2ccc(C(=O)OCC)o2)C1 (stereo unspecified),-2
CCCCCCSc1ccc(-c2nc3ccc(C)cn3c2NCCCC)cc1OC,-11
COC(=O)NC1CC2C=CC1C1C=CC21 (stereo unspecified),-1
O=C(Nc1ccc2c(c1)OCO2)c1csc(COCCO)n1,-1
CCC(=O)Nc1ccc2c(c1)OC[C@@H](C)NC[C@@H](C)[C@@H](OC)CN(C)C2=O,30
Cc1cc(C)cc(-n2c3ccc(NC(=S)NC4CCCCC4)cc3c(=O)n2C)c1,4
CC1(C(=O)NS(=O)(=O)c2ccc(Cl)cc2)CCN1C(=O)Cc1cc(F)ccc1F (stereo unspecified),-2
CCCNC(=O)C1(C)CCN(C(=O)c2oc3ccccc3c2C)C1 (stereo unspecified),-7
CCc1c(C(C)O)oc2ccc3c(C)cc(=O)oc3c12 (stereo unspecified),1
Cc1ccc(CN2CCc3c(OCC(=O)Nc4cccc(C)c4C)cccc3C2=O)cc1,0
Cc1ccc[n+](CC(=O)c2ccc(NC(=O)c3ccccc3)cc2)c1C,0
O=NN(C(=O)NC1CCC(C(=O)O)CC1)C1CCC(C(=O)O)CC1 (stereo unspecified),-3
CC(C)OCCCn1c(=NC(=O)c2cccs2)c(C#N)cc2c(=O)n3ccccc3nc21,0
COc1ccc(/C=N/NC(=S)Nc2cc(C(F)(F)F)ccc2Cl)cc1,-3
CCc1c(-c2cccc(Cl)c2)ncn1CCc1ccccc1OC,1
COc1cc(CN2CCC(C(=O)NC(c3ccc(F)cc3)c3ncccc3C)CC2)cc(OC)c1 (stereo unspecified),2
COCCNC(=O)C1(C)CCCN(C(=O)c2ccc(OC)cc2OC)C1 (stereo unspecified),-8
CCc1nc2ccc(C(=O)NCCCN(C)C)cn2c1N(CC)CCOC,4
COc1ccc(CNC(=O)c2ccc(-c3ccc(F)c(F)c3)c3ccoc23)cc1OC,2

# In the list so far, 16 contain fluorine:
SMILES,NSD2 HMT inh
Nc1[nH]c(C(=O)c2ccccc2)c(-c2ccc(Cl)c(F)c2)c1C(=O)c1c[nH]c2ccccc12,-2
CCOC(=O)C1CCCN(C(=O)c2ccccc2OC(F)(F)F)CC1 (stereo unspecified),-1
CC1(C(=O)NS(=O)(=O)c2cccc(OC(F)F)c2)CCN1C(=O)CCc1cccs1 (stereo unspecified),1
CC(=O)Nc1cccc(-c2ccnc3c2CC(C(=O)Nc2ccc(F)c(Cl)c2)O3)c1 (stereo unspecified),-1
COCCNc1nc(NCc2ccccc2F)c2sccc2n1,-1
COc1cc2c(c(OC)c1OC)CC(c1ccccc1)=C(c1ccccc1)CC2NC(=O)C(F)(F)F (stereo unspecified),-2
COC(=O)C1=C(C)N(C)C(=NCc2ccc(OC)cc2)NC1c1ccccc1C(F)(F)F (stereo unspecified),2
OC(c1cccc(F)c1)c1ncc(-c2ccc(C(F)(F)F)cc2)[nH]1 (stereo unspecified),3
CCNC(=O)C1CCCN(C(=O)c2cc(F)ccc2C)CC1 (stereo unspecified),7
Cc1nc(C(F)(F)F)ccc1C(=O)N1CCC1(C)C(=O)NS(=O)(=O)c1cccc(Cl)c1 (stereo unspecified),27
COc1ccc(-c2csc(C(NC(C)=O)c3cccc(F)c3)n2)cn1 (stereo unspecified),7
O=C(/C=C/c1ccco1)Nc1nc(-c2ccc(F)c(F)c2)cs1,-5
CC1(C(=O)NS(=O)(=O)c2ccc(Cl)cc2)CCN1C(=O)Cc1cc(F)ccc1F (stereo unspecified),-2
COc1ccc(/C=N/NC(=S)Nc2cc(C(F)(F)F)ccc2Cl)cc1,-3
COc1cc(CN2CCC(C(=O)NC(c3ccc(F)cc3)c3ncccc3C)CC2)cc(OC)c1 (stereo unspecified),2
COc1ccc(CNC(=O)c2ccc(-c3ccc(F)c(F)c3)c3ccoc23)cc1OC,2
